TLR4-MyD88 BLA – inhibitors of human TLR4-MyD88 binding; O00206+Q99836; HeLa CL3-4 TLR4/MyD88 BLA complementation, FRET ratio; inhibition, % at 8.4 µM; 0.18% of 200,000 active; in the data active = inhibition above about 25%;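 also: 0% = vehicle and 100% = reference inhibitor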
Target sequence (O00206 whole entry, looked up): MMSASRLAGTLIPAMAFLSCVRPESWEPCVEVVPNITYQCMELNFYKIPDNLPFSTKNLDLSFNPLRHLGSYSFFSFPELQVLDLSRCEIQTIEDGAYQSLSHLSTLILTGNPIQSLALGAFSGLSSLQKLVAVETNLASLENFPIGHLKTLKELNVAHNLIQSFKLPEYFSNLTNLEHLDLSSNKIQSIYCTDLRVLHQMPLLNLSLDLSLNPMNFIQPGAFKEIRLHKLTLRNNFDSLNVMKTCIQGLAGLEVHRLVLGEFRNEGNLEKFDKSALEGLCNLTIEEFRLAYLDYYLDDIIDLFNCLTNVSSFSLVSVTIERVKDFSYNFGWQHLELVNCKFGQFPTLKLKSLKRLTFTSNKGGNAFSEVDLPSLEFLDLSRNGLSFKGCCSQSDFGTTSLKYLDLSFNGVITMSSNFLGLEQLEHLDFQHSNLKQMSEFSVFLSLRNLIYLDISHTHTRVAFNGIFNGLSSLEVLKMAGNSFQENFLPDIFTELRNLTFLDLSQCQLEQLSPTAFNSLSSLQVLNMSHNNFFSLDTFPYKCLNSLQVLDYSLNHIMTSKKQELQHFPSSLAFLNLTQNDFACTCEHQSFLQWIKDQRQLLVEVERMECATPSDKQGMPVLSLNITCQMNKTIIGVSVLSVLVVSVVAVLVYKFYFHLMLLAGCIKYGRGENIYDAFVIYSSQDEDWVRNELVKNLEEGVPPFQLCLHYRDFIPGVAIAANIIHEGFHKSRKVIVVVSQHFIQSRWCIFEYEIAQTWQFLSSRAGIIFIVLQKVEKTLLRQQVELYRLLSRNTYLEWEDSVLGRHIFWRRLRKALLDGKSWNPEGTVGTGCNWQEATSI
Target sequence (Q99836 whole entry, looked up): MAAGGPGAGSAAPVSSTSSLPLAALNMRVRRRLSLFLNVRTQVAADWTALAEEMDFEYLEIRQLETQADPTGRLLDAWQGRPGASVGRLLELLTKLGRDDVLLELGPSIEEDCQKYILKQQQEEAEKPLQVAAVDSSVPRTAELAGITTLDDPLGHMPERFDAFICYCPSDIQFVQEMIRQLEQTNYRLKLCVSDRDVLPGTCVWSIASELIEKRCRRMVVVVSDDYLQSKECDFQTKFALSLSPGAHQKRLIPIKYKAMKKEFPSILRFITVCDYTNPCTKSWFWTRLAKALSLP
STAT3 act – increases IL-6 driven STAT3 reporter signal; U3A cells, IL-6 STAT3-luciferase reporter, luminescence; 100% = signal with IL-6 EC80 alone; activation (% of control), % at 5.6 µM; 0.91% of 190,000 active; AID 871;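 active = activation above the screen-wide mean of compound activation plus 3 SD, cut at about 130% in these data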;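 also: 0% = background luminescence of wells with medium and substrate only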
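Test system: STAT3-luciferase reporter U3A cells; Detection: reporter luminescence signal; Times: 1 h compound pre-exposure, 6 h IL-6 stimulation, 37 °C; Benchmarks: IL-6-only high control; Also added: IL-6 stimulus at 33 ng/mL final.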
G6PDH CS – inhibits Leuconostoc G6PDH, flagging false hits in G6PDH-based assays; Purified L. mesenteroides G6PDH, diaphorase/resazurin coupled fluorescence, 45 min; inhibition, % at 5 µM; 0.12% of 200,000 active; AID 1020; in the data active = inhibition above about 50%
Diaph act CS – diaphorase activation or chemical reduction counter-screen; Diaphorase/resazurin coupled assay, resorufin fluorescence, 16 min; stronger effect = higher value; 1 = vehicle wells, 0 = NADH-free wells; activation factor at 20 µM; 0.005% of 190,000 active; AID 1229;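 active = diaphorase activity raised at least twofold by the compound at 20 µM; inactive = activation factor below 2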
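Material: purified diaphorase enzyme from Clostridium kluyveri; Also added: 0.114 mM NADH and 0.1 mM resazurin, final amounts; Doses: single compound dose of 20 µM, 1% DMSO final; Times: 16 min enzyme reaction, ambient temperature; Detection: resorufin fluorescence, excitation 544 nm, emission 590 nm; Measure: increased resorufin signal from activators or reducing compounds.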
APP 5UTR inh – APP translation inhibition; 0.82% of 190,000 active; AID 1285; inhibition, % at 2 µM; SH-SY5Y APP 5'UTR-luciferase reporter, luminescence;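 active = inhibition above a set limit, derived from the sample mean plus 3 SD, cut at about 45% in these data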; also: values of inactives mirror those of a sister screen read the other way
STAT1 blocker – inhibitors of IFN-gamma induced STAT1 signaling; NIH 3T3 STAT1-luciferase reporter, luminescence; inhibition, % at 5.5 µM; 0.35% of 200,000 active; AID 920;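 active = inhibition above a set limit, the mean inhibition across all tested compounds plus 3 SD, cut at about 34% in these data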;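 also: 0% = IFN-gamma with DMSO and 100% = IFN-gamma with 300 µM nifuroxazide; values of inactives mirror those of a sister screen read the other way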
Hsp70 act – Hsp70 transcriptional activation, primary screen; AID 1203; activation, % at 10 µM; HeLa Hsp70 promoter luciferase reporter, luminescence; scaled: vehicle 0, proteasome-inhibitor control 100%; 0.04% of 200,000 active;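 active = activation above the mean across all tested compounds plus 3 SD, cutoff set per campaign, cut at about 5.5% in these data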;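 also: 100% = MG132 at 30 µM as the positive control and 0% = DMSO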
STAT3 blocker – reduces IL-6 driven STAT3 reporter signal; U3A cells, IL-6 STAT3-luciferase reporter, luminescence; host cell line lacks STAT1; inhibition, % at 5.5 µM; 0.89% of 190,000 active; AID 862;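 active = inhibition above the mean inhibition across all screened compounds plus 3 SD, cut at about 44% in these data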;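 also: 0% = DMSO only wells and 100% = 100 µM nifuroxazide control wells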
STAT1 activator – STAT1 signaling activation; NIH 3T3 STAT1-luciferase reporter, IFN-gamma, luminescence; 100% = IFN-gamma alone, no compound; activation (% of control), % at 5.5 µM; 2.6% of 200,000 active; AID 932;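 active = activation above the screen-wide mean activation plus 3 SD, cut at about 130% in these data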;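 also: raw ratio to IFN-gamma control signal so 100% means no change and 0% no light; values of inactives mirror those of a sister screen read the other way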
Diaphorase inh – diaphorase inhibition or chemical oxidation counter-screen. diaphorase resazurin-to-resorufin fluorescence, NADH, 16 min; bacterial (C. kluyveri) enzyme, not human. 0.69% of 190,000 active. inhibition, % at 20 µM;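 active = primary screen inhibition at 20 µM above a set limit, cut at about 50% in these data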;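 also: plate controls were DMSO with full reaction for no effect and wells lacking NADH for full effect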
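Benchmarks: positive control wells lacking NADH, neutral wells with DMSO only. System: bacterial diaphorase enzyme (C. kluyveri). Input: 0.14 U/mL diaphorase, enzyme working solution. Detection: resorufin fluorescence, excitation 544 nm, emission 590 nm. Times: 16-min room-temperature incubation before reading.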
* marks the source's active call; other numbers are inactive results; x = no result given.

Every second line gives: TLR4-MyD88 BLA	STAT3 act	G6PDH CS	Diaph act CS	APP 5UTR inh	STAT1 blocker	Hsp70 act	STAT3 blocker	STAT1 activator	Diaphorase inh
Cc1ccc(-n2nnnc2SCC(=O)NNC(=O)c2ccc([N+](=O)[O-])cc2)cc1
  -9	103	14	1.3	-21	-2	0.1	2	100	-26
Nc1nn(S(=O)(=O)c2ccccc2)cc1-c1ccc([N+](=O)[O-])cc1
  -1	106	13	0.9	-3	6	-0.3	-10	95	14
Cc1nn(C)c(C(=O)N2CCN(C(=O)c3ccco3)CC2)c1Br
  -4	95	14	0.9	9	1	-0.3	6	99	8
CCN(CC)P(=O)(Nc1cccc(C(F)(F)F)c1)c1ccc(N(C)C)cc1NC(=O)c1ccco1 (centres undefined)
  3	114	0	0.9	-4	8	-0.3	-13	91	9
CSc1nnc(NC(=O)CCc2ccccc2)s1
  3	105	15	1	-22	-6	0.3	-1	105	3
COc1ccc(C)cc1S(=O)(=O)N(C)CC(=O)N1CCN(c2ccccc2)CC1
  3	101	7	0.9	10	-1	-0.2	0	100	8
COc1ccc(N2C(=O)NC(NC(=O)c3ccncc3)(C(F)(F)F)C2=O)cc1 (centres undefined)
  1	97	8	0.9	-7	-4	-0.1	15	104	9
O=C(Nc1ccc(Oc2ccc(C(F)(F)F)cn2)c(Cl)c1)C1CC1
  -1	89	0	0.8	-6	2	-0.4	17	97	18
OCCN(Cc1ccccc1)Cc1cccc(Cl)c1Cl
  -19	95	14	0.8	10	2	-0.3	10	98	19
COc1cc(C(=O)NC2(C(F)(F)F)NC(=O)N(CCCc3ccccc3)C2=O)cc(OC)c1OC (centres undefined)
  -2	111	25	0.8	-15	-11	-0.2	-14	110	22
COc1ccccc1-n1c2nc3ccccc3nc2c2c(=O)n(-c3cc(C)cc(C)c3)cnc21
  5	89	0	0.8	3	13	0.0	9	88	24
CCc1ccc(N(C(=O)CNC(=O)c2cccs2)C(C(=O)NC(C)(C)C)c2cc(OC)c(OC)c(OC)c2)cc1 (centres undefined)
  2	103	1	0.9	-11	-4	-0.2	-1	103	8
C=CCn1c(Sc2ccccc2)nc2c1c(=O)[nH]c(=O)n2C
  1	102	7	0.9	-4	2	-0.3	1	99	8
CCCCOc1ccc(S(=O)(=O)N2CCCCCC2)cc1
  -5	113	0	0.9	6	8	-0.1	-12	93	9
O=C(NCCCNC(=O)NC1CCCCC1)NC1CCCCC1
  -9	101	x	x	-6	-1	-0.1	5	101	x
Cc1c(N2C(=O)/C(=C/c3ccccc3)SC2=S)c(=O)n(-c2ccccc2)n1C
  -3	111	2	0.9	-2	1	-0.2	-2	99	15
CSc1cccc(NC(=S)N(CCCN2CCCC2)Cc2cccn2Cc2ccc(Cl)cc2)c1
  6	97	3	1.2	12	8	-0.2	6	92	-16
O=C(N/N=C/c1nn(-c2ccccc2)cc1-c1ccccc1)c1ccncc1
  -16	95	-3	0.8	-11	-5	0.3	6	105	17
Cc1cc(C=O)c(C)n1-c1sc2c(c1C(=O)O)CCCC2
  3	106	8	0.9	1	-8	-0.3	-10	107	8
CCOc1ccccc1N1CC(C(=O)NCCc2ccc(S(N)(=O)=O)cc2)CC1=O (centres undefined)
  -1	99	8	0.9	11	-2	-0.2	6	102	12
COc1ccccc1CCN=C(N)NS(=O)(=O)c1ccccc1
  17	102	15	0.9	-3	5	-0.1	4	94	11
CNc1cccccc1=S
  7	94	13	0.8	5	11	0.6	16	90	20
CC(C)c1ccccc1OCCNC(=O)c1cccnc1
  0	83	1	0.9	-6	15	0.2	28	85	8
Cc1ccc(NC(=O)CCSc2nnnn2-c2ccc3c(c2)OCO3)cc1C
  6	90	-19	0.8	2	6	-0.1	16	95	20
O=C(COc1ccc(Br)cc1Cl)c1ccc[nH]1
  -14	106	0	0.9	-58	-42	0.0	4	137*	10
CC(C)CNC(=O)COC(=O)c1ccc([N+](=O)[O-])cc1Cl
  -5	94	2	0.9	-10	1	-0.1	8	99	6
O=C(CSc1nnc(NC2CCCCC2)s1)NCc1ccco1
  6	113	3	0.9	-14	7	0.1	-8	92	6
CC(=O)c1c(C)[nH]c(C(=O)NCc2ccccc2Cl)c1C
  -10	84	0	1	-5	-1	0.0	22	101	3
Cn1nnnc1SCC(=O)Nc1ccccc1-c1ccccc1
  -10	93	7	1	-2	1	-0.2	12	99	-2
CNC(=S)N(Cc1ccco1)Cc1cc2cc(OC)ccc2[nH]c1=O
  11	100	8	x	27	-2	-0.3	6	102	x

Reprinted at random: 2 records from the list
Every second line gives: TLR4-MyD88 BLA	STAT3 act	G6PDH CS	Diaph act CS	APP 5UTR inh	STAT1 blocker	Hsp70 act	STAT3 blocker	STAT1 activator	Diaphorase inh
COc1ccc(C)cc1S(=O)(=O)N(C)CC(=O)N1CCN(c2ccccc2)CC1
  3	101	7	0.9	10	-1	-0.2	0	100	8
O=C(COc1ccc(Br)cc1Cl)c1ccc[nH]1
  -14	106	0	0.9	-58	-42	0.0	4	137*	10

Carrying on.
Every second line gives: TLR4-MyD88 BLA	STAT3 act	G6PDH CS	Diaph act CS	APP 5UTR inh	STAT1 blocker	Hsp70 act	STAT3 blocker	STAT1 activator	Diaphorase inh
O=c1nc2sc3ccccc3n2c(=O)n1-c1ccc(Cl)cc1
  8	98	4	0.9	-107	-18	-0.1	7	113	7
BrC(=C\c1ccccc1)/C=N/N1CCN(Cc2ccccc2)CC1
  4	99	-34	0.8	-3	5	-0.2	10	98	18
COCCNC(=O)CC(NS(=O)(=O)c1ccc(C)cc1)c1ccco1 (centres undefined)
  -13	97	12	0.9	-5	3	-0.3	14	97	7
NNC(=O)Cn1c(COc2ccc(Cl)cc2)nc2ccccc21
  -6	103	-11	0.9	-4	2	-0.3	-7	101	15
Cc1nc2ccccn2c1C(=O)N/N=C/c1ccc2c(c1)OCO2
  -1	104	-1	1	12	-17	0.1	-2	115	1
O=C(c1ccc(CSc2nc3ccncc3[nH]2)cc1)N1CCN(c2cccc(Cl)c2)CC1
  1	77	12	1	-3	16	-0.1	27	85	0
N/C(CN1CCCC1=O)=N\OC(=O)c1ccc(Cl)c(Cl)c1
  -7	103	-2	0.9	-17	-8	-0.3	-5	108	6
COc1ccc(-c2cc(C(=O)NCc3ccccc3)no2)cc1OC
  7	88	12	0.8	3	3	0.0	18	97	17
O=C(CCc1nnc(CCCCc2ccccc2)o1)NCc1cccc(F)c1
  12	110	3	1	9	-10	0.0	-5	109	-1
CCCCNC(=O)CN1CCC2(O)CCCCC2C1c1ccccc1OC (centres undefined)
  2	108	4	1	-6	0	-0.4	-4	100	-4
CCOC(=O)C(NC(=O)NCc1ccc(F)cc1)(OCC)C(F)(F)F (centres undefined)
  -2	97	-2	0.9	2	4	-0.5	4	96	6
C/C(NCc1cccnc1)=C(\C#N)C(=O)NCc1ccccc1
  -9	97	4	0.8	2	11	-0.4	14	90	24

15 compounds out of the list, sorted by molecular weight, descending:
Every second line gives: TLR4-MyD88 BLA	STAT3 act	G6PDH CS	Diaph act CS	APP 5UTR inh	STAT1 blocker	Hsp70 act	STAT3 blocker	STAT1 activator	Diaphorase inh
CCc1ccc(N(C(=O)CNC(=O)c2cccs2)C(C(=O)NC(C)(C)C)c2cc(OC)c(OC)c(OC)c2)cc1 (centres undefined)
  2	103	1	0.9	-11	-4	-0.2	-1	103	8
CCN(CC)P(=O)(Nc1cccc(C(F)(F)F)c1)c1ccc(N(C)C)cc1NC(=O)c1ccco1 (centres undefined)
  3	114	0	0.9	-4	8	-0.3	-13	91	9
O=C(c1ccc(CSc2nc3ccncc3[nH]2)cc1)N1CCN(c2cccc(Cl)c2)CC1
  1	77	12	1	-3	16	-0.1	27	85	0
COc1ccccc1-n1c2nc3ccccc3nc2c2c(=O)n(-c3cc(C)cc(C)c3)cnc21
  5	89	0	0.8	3	13	0.0	9	88	24
COc1ccc(C)cc1S(=O)(=O)N(C)CC(=O)N1CCN(c2ccccc2)CC1
  3	101	7	0.9	10	-1	-0.2	0	100	8
Cc1c(N2C(=O)/C(=C/c3ccccc3)SC2=S)c(=O)n(-c2ccccc2)n1C
  -3	111	2	0.9	-2	1	-0.2	-2	99	15
COc1ccc(N2C(=O)NC(NC(=O)c3ccncc3)(C(F)(F)F)C2=O)cc1 (centres undefined)
  1	97	8	0.9	-7	-4	-0.1	15	104	9
O=C(N/N=C/c1nn(-c2ccccc2)cc1-c1ccccc1)c1ccncc1
  -16	95	-3	0.8	-11	-5	0.3	6	105	17
COCCNC(=O)CC(NS(=O)(=O)c1ccc(C)cc1)c1ccco1 (centres undefined)
  -13	97	12	0.9	-5	3	-0.3	14	97	7
COc1ccccc1CCN=C(N)NS(=O)(=O)c1ccccc1
  17	102	15	0.9	-3	5	-0.1	4	94	11
NNC(=O)Cn1c(COc2ccc(Cl)cc2)nc2ccccc21
  -6	103	-11	0.9	-4	2	-0.3	-7	101	15
Cc1nc2ccccn2c1C(=O)N/N=C/c1ccc2c(c1)OCO2
  -1	104	-1	1	12	-17	0.1	-2	115	1
O=C(COc1ccc(Br)cc1Cl)c1ccc[nH]1
  -14	106	0	0.9	-58	-42	0.0	4	137*	10
C/C(NCc1cccnc1)=C(\C#N)C(=O)NCc1ccccc1
  -9	97	4	0.8	2	11	-0.4	14	90	24
CSc1nnc(NC(=O)CCc2ccccc2)s1
  3	105	15	1	-22	-6	0.3	-1	105	3

Compounds as they come, and some 6.1% of all compounds hit somewhere here.
